Screening results from PubChem.
APJ antagonist: APJ receptor antagonism | inhibition, % at 20 µM | 330,000 tested, 0.32% active | CHO-K1 APJ beta-arrestin complementation, luminescence | P35414 | AID 2521;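 active = inhibition above about 40% at 20 µM, limit read from the data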;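 note: cells challenged with 10 nM apelin-13 agonist together with compound; plate controls were apelin-13 plus DMSO wells for no effect and DMSO wells lacking apelin-13 for full effect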
Target sequence (P35414 whole entry, looked up): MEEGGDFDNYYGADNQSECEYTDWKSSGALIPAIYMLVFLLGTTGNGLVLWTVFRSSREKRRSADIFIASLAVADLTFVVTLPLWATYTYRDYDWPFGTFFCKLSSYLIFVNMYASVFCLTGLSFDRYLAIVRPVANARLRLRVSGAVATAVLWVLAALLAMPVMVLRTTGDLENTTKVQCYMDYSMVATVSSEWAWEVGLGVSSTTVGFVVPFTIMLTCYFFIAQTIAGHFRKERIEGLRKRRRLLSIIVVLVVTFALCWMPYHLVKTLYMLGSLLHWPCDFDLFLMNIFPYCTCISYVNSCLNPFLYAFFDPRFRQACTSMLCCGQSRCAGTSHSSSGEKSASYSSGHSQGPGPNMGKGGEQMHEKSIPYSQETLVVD
APJ ag: activates the human apelin receptor APJ; P35414; CHO-K1 APJ PathHunter beta-arrestin, luminescence; 0% DMSO wells, 100% apelin; activation, % at 20 µM; 330,000 tested, 0.11% active;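 active = activation more than six SD over the plate average, tested at 20 µM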;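 note: 0% = DMSO alone and 100% = apelin-13 at 10 nM; some results filed as inactive read as strong as hits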
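Test system: CHO-K1 APJ beta-arrestin complementation cell line | Compound: Single test compound dose, 20 µM final, 1% DMSO | Incubation: Compound 90 min 25 °C, reagent 1 h | Measured by: beta-gal luminescence | Read-out basis: APJ–arrestin association signal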
XBP1 UPR activ: activators of adaptive arm of unfolded protein response (XBP1) | activation, % at 20 µM | 330,000 tested, 0.33% active | AID 463104 | CHO-XBP1 luciferase reporter, IRE1-XBP1 UPR activation, luminescence; percent of tunicamycin response, DMSO as zero;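 active = versus positive control, 20 µM dose yields 30% or more activation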;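 note: 100% = tunicamycin at 10 µg/mL and 0% = DMSO only wells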
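Assay system: CHO-XBP1 luciferase reporter cells; Schedule: 6 h treatment, 37 °C; Detection: glow luminescence from Steady-Glo reagent; Benchmarks: high control tunicamycin 10 µg/mL final, low control DMSO vehicle only.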
UPR CHOP act: apoptotic UPR (CHOP) activation; 330,000 tested, 0.34% active; activation, % at 10 µM; CHO-CHOP luciferase reporter, luminescence; percent of tunicamycin response over DMSO baseline;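 active = at 10 µM dose, activation of 40% or more, normalized to positive control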;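 note: 100% = tunicamycin at 10 µg/mL and 0% = DMSO alone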
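System: CHO CHOP reporter cells. Amount: 500 cells per well. Buffer or medium: F12 medium, 10% FBS. Compound dosing: one dose, 10 µM in 0.5% DMSO. Incubation: 6 h compound exposure at 37 °C after overnight seeding. Technique: Steady-Glo luciferase luminescence. Benchmarks: tunicamycin and DMSO controls.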
CXCR6 block: inhibitors of human CXCR6 receptor; inhibition, % at 20 µM; O00574; 360,000 tested, 0.36% active; CHO-K1 PathHunter CXCR6 beta-arrestin, luminescence; in the data active = inhibition above about 34%, passing the limit was not always enough;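 note: antagonist mode with CXCL16 agonist at 10 nM final; 0% = 10 nM CXCL16 with DMSO and 100% = unstimulated wells without agonist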
Target sequence (O00574 whole entry, looked up): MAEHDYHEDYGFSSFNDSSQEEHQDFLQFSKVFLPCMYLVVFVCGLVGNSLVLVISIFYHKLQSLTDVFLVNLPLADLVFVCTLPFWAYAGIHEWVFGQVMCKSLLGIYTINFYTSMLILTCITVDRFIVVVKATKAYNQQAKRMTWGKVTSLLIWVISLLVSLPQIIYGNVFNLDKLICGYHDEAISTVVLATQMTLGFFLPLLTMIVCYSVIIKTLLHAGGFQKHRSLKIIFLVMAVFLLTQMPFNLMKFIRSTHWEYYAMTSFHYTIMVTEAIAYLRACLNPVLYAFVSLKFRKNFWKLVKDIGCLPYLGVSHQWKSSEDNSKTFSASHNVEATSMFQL
CCR6 antagonist: CCR6 (human) receptor antagonism; P51684; CHO-K1 CCR6 PathHunter beta-arrestin, luminescence, CCL20-stimulated; inhibition, % at 20 µM; 340,000 tested, 0.49% active;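 active = compounds whose inhibition of the agonist-driven luminescence signal at 20 µM reaches about 50%, limit read from the data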;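 note: cells stimulated with CCL20 at 14 nM final; plate controls were DMSO with CCL20 for no effect and DMSO without agonist for full effect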
Mdm2 MdmX PPI: human Mdm2/MdmX binding inhibition. AID 485346. O15151+Q00987. SaOS-2 split-luciferase Mdm2/MdmX complementation, luminescence. inhibition, % at 8 µM. 330,000 tested, 3% active;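 active = inhibition of at least 50% at 8 µM in the primary screen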
EBI2 antag: EBI2 (human) antagonism | P32249 | EBI2 beta-arrestin recruitment, luminescence, 7a,25-OHC stimulated | inhibition, % at 5 µM | 360,000 tested, 0.81% active; in the data active = inhibition above about 38%;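 note: enzyme fragment complementation signal reports receptor beta-arrestin coupling in cells; 0% = agonist plus DMSO wells and 100% = wells without agonist; some results beyond the cut were filed as inactive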
Target sequence (P32249 whole entry, looked up, the tested form may be a part): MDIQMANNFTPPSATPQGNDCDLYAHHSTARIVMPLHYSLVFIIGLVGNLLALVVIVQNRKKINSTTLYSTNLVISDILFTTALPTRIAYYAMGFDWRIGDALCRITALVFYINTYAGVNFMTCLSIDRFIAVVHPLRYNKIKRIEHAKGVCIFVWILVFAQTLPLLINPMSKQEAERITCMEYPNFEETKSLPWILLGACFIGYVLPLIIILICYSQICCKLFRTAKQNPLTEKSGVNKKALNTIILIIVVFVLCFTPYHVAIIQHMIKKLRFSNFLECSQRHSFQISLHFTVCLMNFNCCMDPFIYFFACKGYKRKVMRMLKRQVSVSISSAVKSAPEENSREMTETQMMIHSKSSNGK
tim23-1 inh: growth inhibitors of tim23-1 mutant yeast; S. cerevisiae tim23-1 growth, BacTiter-Glo luminescence, 24 h; inhibition, % at 20 µM; 330,000 tested, 1.3% active; AID 463212;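 active = growth inhibition of the mutant yeast at or above 50%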;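 note: temperature-sensitive mutant grown at 25 °C; plate controls were DMSO-treated mutant yeast for no effect and medium wells lacking yeast for full effect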
* hit, by the source's call; / = no result given. Some of the compounds tested, so the mix of outcomes need not match the whole.

SMILES	APJ antagonist	APJ ag	XBP1 UPR activ	UPR CHOP act	CXCR6 block	CCR6 antagonist	Mdm2 MdmX PPI	EBI2 antag	tim23-1 inh
Cc1ccc2cc(CN(CCN(C)C)C(=O)Nc3ccc(Cl)cc3)c(=O)[nH]c2c1	-6	-1	1	6.1	-7	19	17	-2	13
Cc1ccc(/C=C/c2onc(C)c2S(=O)(=O)N2CCC(C(=O)N3CCCCC3)CC2)cc1	14	-3	4	1.4	7	20	44	11	-13
CCCCn1c(N)c(N(CCOC)C(=O)c2ccc(Br)o2)c(=O)[nH]c1=O	15	3	-1	1.3	-4	10	-12	4	3
O=C(CC1C[C@H](C(=O)N2CCOCC2)[C@@]2(CCC3CCCC3)c3[nH]c4ccccc4c3CCN2C1=O)NCc1ccco1 (stereo partly specified)	5	-2	-3	2.5	3	14	34	3	-9
COc1cc(/C=N/N=C2/SCC(=O)N2c2ccc(O)cc2)ccc1O	-25	0	-5	-1.2	-4	1	4	6	-17
CC1CCCN(S(=O)(=O)c2ccc(NC(=O)C3CCN(C(=O)c4ccco4)CC3)cc2)C1 (stereo unspecified)	-4	2	3	-0.5	-6	7	-2	3	9
CNS(=O)(=O)c1ccc2c(c1)C(=O)c1cc(S(=O)(=O)NC)ccc1CC2	-16	1	2	0.2	-8	-5	-1	-6	17
CC(=O)c1cccc(NC(=S)N2CCc3ccccc32)c1	0	-1	-2	-0.1	-5	-4	-33	10	26
COc1cc(NC(=O)C2CCCC2)c(OC)cc1Cl	-1	-3	-1	-0.6	8	-1	-10	-11	4
O=C(c1cccc(F)c1)n1nnc2ccccc21	-1	0	-3	-1.3	-5	0	11	-12	7
Cc1ccsc1/C=C1/SC(N2CC(C)OC(C)C2)=NC1=O (stereo unspecified)	8	-1	3	0.6	-7	11	-22	1	21
COc1cc2oc(-c3ccc(O)cc3)cc(=O)c2c(O)c1OC	-11	-4	7	3.3	0	1	48	7	19
Cc1ccc(CN2CCN(Cc3cccn3-c3nccs3)CC2CCO)cc1 (stereo unspecified)	-5	-4	-1	-1.2	5	11	7	-3	12
O=S(=O)(c1cccc(-c2n[nH]c(=S)n2-c2ccc(OC(F)(F)F)cc2)c1)N1CCOCC1	5	-1	0	0.5	1	9	-7	-2	11
N#CCC(=O)N/N=C/c1cc(-c2ccccc2)n(-c2ccc(Cl)cc2)c1-c1ccccc1	1	-1	6	24	/	9	49	/	7
Oc1ccccc1-c1cncn1Cc1ccccc1	0	-4	-2	-0.9	-2	7	8	-8	11
O=C(NC(=S)NC1CCCCCCCCCCC1)c1cccnc1	5	1	-3	1.7	-19	-2	21	1	12
Cc1cccc(NC(=S)N/N=C/c2ccc3c(c2)OCO3)c1	-7	2	1	1.9	11	17	1	21	45
Cc1ccc(/C=N/Nc2nncn2N)cc1	-26	-2	-1	3.5	-2	0	-20	-4	33
Cc1oc2ccc(NS(=O)(=O)c3ccccc3)cc2c1C(=O)Nc1ccccc1	-8	-4	-6	-0.4	9	21	25	3	11
COc1ccc(N2C(=O)C3CCCN3C2c2cc(OC)c(OC)c(OC)c2)cc1 (stereo unspecified)	5	-2	1	-2.9	3	4	12	-9	-2
O=C(Nc1nccs1)c1ccc(Br)o1	10	-5	3	5.0	10	4	7	-1	36
COc1cc(OC)cc(C(=O)NCC(=O)Nc2ccc(OC)c(Cl)c2)c1	7	-2	-4	-0.3	-6	3	24	2	-2
Cc1csc(=O)n1CCC(=O)OCc1nnc(-c2ccc(Cl)cc2)o1	16	3	-3	2.3	-3	0	-8	13	24
NC(=O)CC(NC(=O)Cc1ccc(Br)cc1)c1ccc(NCc2cc(F)ccc2F)c([N+](=O)[O-])c1 (stereo unspecified)	-39	-5	0	-1.7	0	18	55*	1	-11
Cc1ccc(NC(=O)COC(=O)c2ccc(OCc3c(C)noc3C)cc2)cc1S(=O)(=O)N1CCOCC1	0	0	-4	1.6	-4	3	14	4	17
COc1cccc(C2CC(c3ccccc3OC)n3nc(N)nc3N2)c1 (stereo unspecified)	-40	-3	2	0.4	3	-3	10	-4	0
C[N+](C)(C)CC=O	-21	-2	-7	-0.7	-8	-2	-11	-4	15
Cc1ccccc1Nc1nc(N)nc(COC(=O)C2CCCCC2)n1	13	-3	1	1.0	10	6	-60	-12	26
CSc1ncc(C(=O)Nc2cccnc2)c(C(F)(F)F)n1	3	-2	-3	-1.6	-2	6	0	0	2

Reprinted at random: two compounds from above.
SMILES	APJ antagonist	APJ ag	XBP1 UPR activ	UPR CHOP act	CXCR6 block	CCR6 antagonist	Mdm2 MdmX PPI	EBI2 antag	tim23-1 inh
O=C(Nc1nccs1)c1ccc(Br)o1	10	-5	3	5.0	10	4	7	-1	36
Cc1ccc(/C=N/Nc2nncn2N)cc1	-26	-2	-1	3.5	-2	0	-20	-4	33

(next part)
SMILES	APJ antagonist	APJ ag	XBP1 UPR activ	UPR CHOP act	CXCR6 block	CCR6 antagonist	Mdm2 MdmX PPI	EBI2 antag	tim23-1 inh
COc1ccc(-c2cc(C(F)F)nc(-n3nc(C)cc3C)n2)cc1	5	0	1	-2.3	2	1	-10	5	58*
C=CCn1c(C)cc(C(=O)COC(=O)CCc2cc(OC)c(OC)c(OC)c2)c1C	2	-3	0	-1.0	3	9	8	-3	28
Clc1ccc2c(c1)-c1nnc(Br)n1-c1ccccc1S2	0	-3	-1	0.2	14	22	31	5	46
CN(C)c1ccc(C2Nc3ccccc3C(=O)N2NS(C)(=O)=O)cc1 (stereo unspecified)	8	0	1	1.7	-7	11	14	-6	-5
Cc1cc(C)cc(-n2ncc3c2CCCC3NC(=O)c2cc(C)[nH]n2)c1 (stereo unspecified)	7	1	-6	0.7	3	4	36	-9	19
COc1ccccc1C(=O)COC(=O)CSC(C)C(=O)Nc1cc(C)on1 (stereo unspecified)	21	-5	-2	1.0	5	5	-4	2	20
COc1ccc(CCNc2ccc(C)cc2)cc1	-8	-3	1	2.1	-3	11	17	54*	13
CN(C(=O)CN1C(=O)NC2(CCc3ccccc32)C1=O)C1CCS(=O)(=O)C1 (stereo unspecified)	2	3	0	-0.5	-1	4	-4	-1	10
C(=C\N1CCCCCC1)/c1nnnn1-c1ccc(-c2ccccc2)cc1	4	0	-3	1.7	11	25	35	14	25
O=C(CSc1nc2cc(Cl)ccc2o1)N1CCOCC1	0	2	0	-4.2	2	16	25	2	14
COc1cc(/C=C2\SC(=S)N(CCC(=O)NCCc3ccccc3)C2=O)cc(OC)c1OC	7	-1	-3	0.8	3	3	23	2	10
COc1ccc(/C=C2/C(=O)N(c3nc4ccccc4s3)N=C2CSc2ccc(Cl)cc2)cc1	-16	-4	-1	36	9	29	14	8	9
CCOc1cc(CNC2CCCC2)cc(Cl)c1OCc1ccccc1	22	-1	6	0.0	-2	10	52*	-10	5
O=C(COC(=O)c1cc(Cl)ccc1O)Nc1cc(C(F)(F)F)ccc1N1CCOCC1	0	-4	0	-1.2	-5	9	4	8	27
CCOC(=O)C1CCN(C(=O)c2cc3c(-c4ccc(OC)c(OC)c4)nn(C)c3s2)CC1	21	7	3	0.0	-4	3	4	9	35
CCOc1ccc(S(=O)(=O)Nc2ccc(O)c(Sc3ncn[nH]3)c2)cc1	-26	0	-2	-0.4	-7	-1	-3	-11	7
Cc1ccc2c(c1)N(CCC(=O)NCCN1CCOCC1)C(=O)CO2	-3	-2	-1	0.5	0	4	15	1	-8
CC1CC(C)CN(CCOc2ccccc2-c2ccccc2)C1 (stereo unspecified)	-4	0	1	1.6	3	-6	2	4	-13
O=C(CCCOc1ccccc1)Nc1ccc(Br)cc1	12	4	1	0.0	-9	4	-48	9	6
CCSC1(SCC)N=C(N)C2(C#N)C(c3ccc(F)cc3)C12C#N (stereo unspecified)	17	-4	0	61*	67*	37	36	-15	29
CCC(Cc1ccccc1)NC(=O)CCc1ccccc1 (stereo unspecified)	-15	-3	1	0.5	-11	14	1	-3	25
CC(=O)N(CCC1(c2ccc(C)cc2)CCOC(C(C)C)C1)Cc1ccco1 (stereo unspecified)	-18	-2	-1	0.9	5	9	-12	6	23
COCC(=O)NCCc1ccc(S(N)(=O)=O)cc1	8	-6	6	-0.4	1	1	29	-13	-14
O=C(Cn1ccc(C(F)(F)F)n1)N/N=C/c1ccc2c(c1)OCO2	-9	0	2	0.7	1	-22	8	-12	17
COC(=O)[C@H](Cc1ccccc1)NC(=O)O[C@@H]1C(=O)c2cc(OC)ccc2O[C@H]1c1ccc(OC)c(Br)c1	13	-9	-2	2.2	/	/	3	/	22
O=C(CN1CCN(C(=O)N2CCCCC2)CC1)Nc1ccc(F)cc1	11	-5	-1	-1.7	9	-4	15	-9	-4
Cc1cccc(NC(=O)C(=O)NCCc2c[nH]c3ccccc23)c1C	1	1	-2	0.1	-5	14	-19	7	29
CN1C(=O)NC2(O)C(=O)c3ccccc3C12O (stereo unspecified)	5	0	-3	-0.6	-1	-2	-22	-1	12
O=C(Cc1ccccc1)Nc1ccccc1C(=O)N1CCN(c2ccccc2)CC1	-10	0	-5	0.5	-4	-14	0	-3	18
O=C(NC1CCCCC1)C1CCC(=O)N(C2CC2)C1 (stereo unspecified)	-4	-4	-3	1.3	2	4	-7	-10	13

The list goes on (3 carried over from the part before).
SMILES	APJ antagonist	APJ ag	XBP1 UPR activ	UPR CHOP act	CXCR6 block	CCR6 antagonist	Mdm2 MdmX PPI	EBI2 antag	tim23-1 inh
CN1C(=O)NC2(O)C(=O)c3ccccc3C12O (stereo unspecified)	5	0	-3	-0.6	-1	-2	-22	-1	12
O=C(Cc1ccccc1)Nc1ccccc1C(=O)N1CCN(c2ccccc2)CC1	-10	0	-5	0.5	-4	-14	0	-3	18
O=C(NC1CCCCC1)C1CCC(=O)N(C2CC2)C1 (stereo unspecified)	-4	-4	-3	1.3	2	4	-7	-10	13
CC(=O)Nc1cccc(NC(=O)Cc2ccc3ccccc3c2)c1	-19	-2	-2	0.8	15	-3	5	6	10
CC(C)COc1cccc(-c2cc(C(=O)Nc3ccon3)c3ccccc3n2)c1	9	-2	-2	-2.0	10	16	36	-1	6
COC(=O)C1=C(O)/C(=C\c2ccc(CNS(=O)(=O)c3ccccc3)o2)N=C1C	5	-3	-4	0.3	2	7	14	-2	16
Cc1cc(C(=O)C(=O)N(C)C)c(C)n1-c1ccc(Cl)cc1	0	-3	2	-0.1	-1	8	19	-6	17
CC(C(=O)Nc1ccccn1)N1C(=O)c2ccccc2S1(=O)=O (stereo unspecified)	8	-3	0	0.4	2	4	22	-8	-12
Cn1nc(-c2ccc(S(N)(=O)=O)s2)cc1C(F)(F)F	14	3	0	-0.3	-2	7	-4	14	1
CC(CCN1CCN=C1Nc1ccccc1)c1ccccc1 (stereo unspecified)	1	5	-1	-0.6	-1	2	-23	-2	2
COc1ccccc1C(=O)COC(=O)/C=C/c1ccccc1	-8	-5	4	3.8	1	10	-3	2	26
CC(=O)N1CCN(S(=O)(=O)c2c(C)n(C)c(=O)n(C)c2=O)CC1	-17	9	-1	0.2	1	4	-11	-4	10
